DT40 TDP1 CPT: DT40-hTDP1 cell growth loss with CPT. chicken DT40 Tdp1-/-;hTDP1 cells + 20 nM CPT, ATP luminescence, 48 h. Potency, µM (top dose mostly 46.2 µM), for inactives: at the highest dose activity change, negative = growth inhibition, usual class: inhibitors. 12% of 420,000 active; note: nearly all actives have a fitted effect of over 55% in size
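Cell growth measured by CellTiter-Glo luminescence after a minimum 48 h, 37 C compound exposure with 20 nM CPT in Tdp1-knockout DT40 cells stably expressing hTDP1, seeded 400/well; qHTS titration format.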
TDP1 cell noCPT: qHTS for Inhibitors of human tyrosyl-DNA phosphodiesterase 1 (TDP1): qHTS in cells in absence of CPT; DT40 Tdp1-/- hTDP1 cells, no CPT, ATP luminescence, 48 h; Potency, µM (titrated, usually from 46.2 µM), for inactives: at the highest dose activity change, negative = growth inhibition, hits mostly inhibitors; 15% of 420,000 active; AID 686978, 2013; note: nearly all actives have a fitted effect of over 55% in size
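Growth kinetics read by CellTiter-Glo luminescence after ≥48 hr at 37 °C. Cells: DT40 Tdp1-/- stably carrying human TDP1, 400 per well, compound exposure in the absence of CPT (DMSO vehicle).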
KAT2A inh: GCN5L2 (KAT2A) acetyltransferase inhibition; 0.21% of 390,000 active; AID 504327; Q92830; Potency, µM (series often up to 58.9 µM), for inactives: top-dose activity change, negative = inhibition, most hits filed as inhibitors; GCN5L2 HAT assay, ThioGlo1 CoA-SH fluorescence
Target sequence (Q92830 whole entry, looked up): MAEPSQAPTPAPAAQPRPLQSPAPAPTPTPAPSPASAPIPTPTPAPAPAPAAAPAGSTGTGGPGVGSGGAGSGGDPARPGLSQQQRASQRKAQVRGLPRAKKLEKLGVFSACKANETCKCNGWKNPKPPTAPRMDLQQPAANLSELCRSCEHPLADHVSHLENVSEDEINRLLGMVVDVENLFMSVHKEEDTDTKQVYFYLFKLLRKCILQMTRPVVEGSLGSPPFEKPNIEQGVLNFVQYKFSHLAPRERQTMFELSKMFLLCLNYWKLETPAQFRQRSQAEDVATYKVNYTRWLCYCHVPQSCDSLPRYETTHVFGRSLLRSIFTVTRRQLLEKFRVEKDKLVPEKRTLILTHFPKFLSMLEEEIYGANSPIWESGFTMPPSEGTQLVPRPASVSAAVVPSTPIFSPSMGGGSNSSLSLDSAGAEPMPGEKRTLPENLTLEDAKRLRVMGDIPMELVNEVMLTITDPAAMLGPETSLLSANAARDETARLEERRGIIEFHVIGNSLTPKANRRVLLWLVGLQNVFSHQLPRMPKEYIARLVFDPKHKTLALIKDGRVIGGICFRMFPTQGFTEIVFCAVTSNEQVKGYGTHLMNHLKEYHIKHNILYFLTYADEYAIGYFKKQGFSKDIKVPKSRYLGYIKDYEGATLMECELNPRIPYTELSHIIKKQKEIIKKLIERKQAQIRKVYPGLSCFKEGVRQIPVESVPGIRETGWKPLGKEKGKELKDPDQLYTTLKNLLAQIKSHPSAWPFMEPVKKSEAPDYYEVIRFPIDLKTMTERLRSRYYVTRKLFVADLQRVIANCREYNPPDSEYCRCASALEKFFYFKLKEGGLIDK
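qHTS, 1536-well. 20nM enzyme, pH 7.5 HEPES/EDTA/Tween-20 buffer; 15 min compound preinc., RT. Start: 75uM H3(1-25), 70uM AcCoA, 50uM ThioGlo1. Read Ex340/Em540 at t=0 (autofluorescence flag) and t=20 min.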
* hit, by the source's call; ? = inconclusive; . = not tested or not shown; & = joins results of further samples; [ ] = dose if it differs, or a comment. Calls come from the whole dose curve; as a rule, active = well fitted curve in the direction sought with a large enough effect; inconclusive = small, poorly fitted or top-dose-only effect, or another doubt; inactive = no such curve, though single readings can be large; an effect the other way counts as inactive or inconclusive. % is set by controls: 0 for no effect and ±100 for the full control effect; potency is the fitted concentration of half-maximal effect. This is a subset. The share of hits here may be higher or lower than overall.

Start of the listing, in advance:
SMILES	DT40 TDP1 CPT	TDP1 cell noCPT	KAT2A inh
Cc1ccc(OCCOc2ccc(Cl)cc2Cl)c([N+](=O)[O-])n1	?	16µM*	-1%
CC1(C)OC(=O)N(CCC(=O)Nc2cccc(F)c2)C1(C)O (centres undefined)	-16%	-7%	-11%
CC(C)C(=O)N1CCN(c2ccccc2NC(=S)NC(=O)c2ccco2)CC1	16µM*	?	.
c1ccc(NCc2ccncc2)cc1	-5%	17%	1%
Cc1cc(C)c(C(=O)c2ccccc2C(=O)O)c(C)c1	-7%	?	.

The listing, repeating the preview:
SMILES	DT40 TDP1 CPT	TDP1 cell noCPT	KAT2A inh
Cc1ccc(OCCOc2ccc(Cl)cc2Cl)c([N+](=O)[O-])n1	?	16µM*	-1%
CC1(C)OC(=O)N(CCC(=O)Nc2cccc(F)c2)C1(C)O (centres undefined)	-16%	-7%	-11%
CC(C)C(=O)N1CCN(c2ccccc2NC(=S)NC(=O)c2ccco2)CC1	16µM*	?	.
c1ccc(NCc2ccncc2)cc1	-5%	17%	1%
Cc1cc(C)c(C(=O)c2ccccc2C(=O)O)c(C)c1	-7%	?	.
COc1ccc(Cn2c(C)nc3ccc([N+](=O)[O-])cc3c2=O)cc1	?	21µM*	0%
COc1ccc2nc3oc(C(=O)NCc4cccs4)cc3cc2c1	10%	5%	-3%
COc1cccc(C(c2nnnn2Cc2ccc(F)cc2)N2CCC(C(N)=O)CC2)c1OC (centres undefined)	?	?	-3%
Cc1cc2c(cc1C)-n1nnnc1C(N(Cc1ccccc1)Cc1ccccc1)C(=O)N2 (centres undefined)	?	21µM*	.
CCn1c2ccccc2c2cc(C3N=C(N)Nc4nc5ccccc5n43)ccc21 (centres undefined)	-1%	-13%	2%
Cc1ccc(-n2nc3c(n2)/C(=N/O)CC/C3=N\O)cc1	?	16µM*	-1%
O=C(c1ccco1)N1CCC2(CC1)CN(Cc1cc(C(F)(F)F)cc(C(F)(F)F)c1)C2	-30%	-25%	-7%
O=C(c1ccc2[nH]c(=O)c(=O)[nH]c2c1)N1CCN(c2ccccc2)CC1	-3%	19%	-1%
C=CCn1c(=O)c(C(=O)Nc2cc(C)ccn2)c(O)c2ccccc21	29µM*	26µM*	2%
Cc1ccc(C)c(NC(=S)NNC(=O)c2csc(C)c2C)c1	?	?	-3%
CCc1cccc(NC(=O)c2ccc(CNc3c(N4CCCC4)c(=O)c3=O)cc2)c1	?	?	-18%
Cc1nn(C)cc1NC(=O)c1nn(C)cc1[N+](=O)[O-]	7%	10%	-1%
COc1ccc(N2CCN(C(=O)c3ccc(CNS(=O)(=O)c4cc(C)ccc4C)cc3)CC2)cc1	21µM*	15µM*	-33%
CCc1ccccc1N1CC(C(=O)N2Cc3ccccc3CC2C(N)=O)CC1=O (centres undefined)	-2%	7%	0%
O=C(Cc1cccc(NC(=O)C2CCCN(C(=O)C3CCCCC3)C2)c1)Nc1ccc(C(=O)N2CCCCC2)cc1 (centres undefined)	3%	-24%	.
COCCNC(=S)N1CCc2cc(OC)c(OC)cc2C1c1cccs1 (centres undefined)	11%	-30%	-10%
COc1ccccc1CNc1ncnc2ccc(-c3c(C)noc3C)cc12	?	12µM*	-14%
COc1ccc(-c2csc3nc[nH]c(=O)c23)cc1OC	0%	3%	1%
COc1cc(/C=C2/SC(=S)N(CC(=O)NNC(=O)c3ccc(F)cc3)C2=O)cc(OC)c1OC	-27%	-4%	.
CCn1c(=O)c(CCC(=O)N2CCN(c3ccccn3)CC2)c(C)c2c(C)nn(-c3cccc(C)c3)c21	15µM*	?	-26%

Results in DT40 TDP1 CPT and TDP1 cell noCPT, for some of the entries so far:
mol	DT40 TDP1 CPT	TDP1 cell noCPT
CC(C)C(=O)N1CCN(c2ccccc2NC(=S)NC(=O)c2ccco2)CC1	16µM*	?
c1ccc(NCc2ccncc2)cc1	-5%	17%
Cc1cc(C)c(C(=O)c2ccccc2C(=O)O)c(C)c1	-7%	?

(further entries)
SMILES	DT40 TDP1 CPT	TDP1 cell noCPT	KAT2A inh
CN(C)Cc1ccccc1-c1cncnc1NCc1ccccc1	1%	-24%	2%
CCc1ccc(NC(=O)CS(=O)CC(=O)NCC2OCCc3ccccc32)cc1 (centres undefined)	-19%	-2%	2%
COc1ccccc1CN1CC(C(=O)N(C)CCc2ccccn2)CCC1=O (centres undefined)	0%	1%	.
Cc1ccc(C(=O)N/N=c2\oc3ccccc3cc2C(N)=O)cc1	?	-22%	-12%
COCC(=O)Nc1nc2n(n1)C(c1ccccc1)CC(c1ccc(OC)cc1)N2 (centres undefined)	2%	-1%	-18%
O=C(COc1ccc(-n2ccnc2)cc1)Nc1cccc(F)c1	?	?	-7%
O=[N+]([O-])c1ccc(SCc2ccncc2)nc1	-17%	-19%	7%
COc1ccc(C)cc1NC(c1nnc(-c2ccccc2)o1)c1ccc(F)cc1Cl (centres undefined)	?	?	-7%
CC(C)CNC(=O)COC(=O)C1c2ccccc2Oc2ccccc21	5%	-7%	-11%
COc1ccccc1-n1c(C)cc(/C=C2\C(=N)N3N=C(CC(=O)N4CCOCC4)SC3=NC2=O)c1C	18µM*	?	-26%
CC(C)NC(=O)NC(=O)CN1C(=O)NC2(CCc3ccccc3C2)C1=O (centres undefined)	-29%	-8%	-13%
Cc1ccc(C(=O)NNC(=O)c2cccs2)cc1	-5%	-20%	-10%
COc1ccc(/C=N/NC(=O)c2nnn(-c3nonc3N)c2C)cc1OC	?	-9%	.
O=C(COC(=O)c1c2ccccc2cc2ccccc12)NCC(F)(F)F	-30%	?	-9%
Cc1cc(C(=O)CSc2nnnn2-c2ccc(Cl)cc2)c(C)n1CC1CCCO1 (centres undefined)	-15%	-12%	-7%
O=C(Cc1ccc(F)cc1)N1CCC(c2nc3c(nnn3Cc3ccc(F)cc3)c(=O)[nH]2)CC1	?	?	-6%
COCCn1cnnc1SCC(=O)Nc1sccc1C(N)=O	3%	-18%	-11%
COc1ccc(CNc2nc3c(-c4ccccc4)nnn3c3ccccc23)cc1	?	?	-3%
CC(=O)c1cccc(NC(=O)CC(C)n2ccnc2)c1 (centres undefined)	-6%	-28%	-3%
CSc1ncccc1C(=O)OCC(=O)c1ccc(Cl)s1	-11%	-9%	.
COc1cccc(-c2nccc(NCc3ccccc3OC)n2)c1	-29%	?	-22%
COCCNC(=O)CN1C(=O)NC2(CCOc3ccccc32)C1=O (centres undefined)	-7%	0%	-5%
CCOc1cc(S(=O)(=O)NCc2ccccc2)ccc1Br	-2%	-19%	-9%
CC(C)=CCC/C(C)=C/CC/C(C)=C/CCC1(C)CCc2cc(O)ccc2O1 (centres undefined)	?	?	.
COc1ccc(N2CCN(C(=O)c3ccc(CS(=O)c4cccc(C)c4)o3)CC2)cc1 (centres undefined)	18µM*	16µM*	-27%&-1%

Next section.
SMILES	DT40 TDP1 CPT	TDP1 cell noCPT	KAT2A inh
Cn1nc(-c2ccc(C(=O)N3CCN(CCO)CC3)cc2)c2ccccc2c1=O	-12%	3%	-4%
CN1CCN(C(c2cccc(Cl)c2)c2ccccc2Cl)CC1 (centres undefined)	?	?	-2%
CC(C)CN(CC(C)C)c1ccc(/C=C/c2nc3ccccc3s2)cc1	5µM*	3.5µM*	.
CCOCc1nc(N)[nH]c(=O)c1Cc1ccc(OC(C)C)cc1	-27%	-30%	3%
Cc1ccc(NC(=O)CSc2nnc(C3COc4ccccc4O3)o2)c(Cl)c1 (centres undefined)	-7%	4%	-2%
CC(=O)Nc1ccc(SC[C@H](CC(C)C)N2CCN(CCc3ccccc3)CCC2=O)cc1	?	?	1%
Cc1ccc(NC(=O)c2ncn[nH]2)cc1	4%	6%	2%
CCN(CC(=O)Nc1c(F)cccc1F)C(=O)c1ccc(S(=O)(=O)N(CC)c2ccccc2)cc1	?	?	.
CCCC(=O)NCCCCNC(=O)CCC	-6%	-6%	-3%
O=C(Cn1ncc2c([nH]c3ccccc32)c1=O)Nc1ccc(CN2CCCCC2)cc1	?	18µM*	-7%
CC(C)NC(=O)N(C)C[C@H]1Oc2ccc(NC(=O)Cn3cnnn3)cc2C(=O)N([C@H](C)CO)C[C@@H]1C	-2%	-6%	-2%
O=C(O)C1CC=CCC1C(=O)NCCc1cccc(Cl)c1 (centres undefined)	-22%	-9%	-4%
O=C(CC1NCCc2ccccc21)Nc1ccc(Oc2ccccc2)cc1 (centres undefined)	?	?	-6%
Cc1ccc(NC(=O)CC2NCCN(Cc3ccccc3)C2=O)cc1 (centres undefined)	3%	-12%	-2%
CCN(CC)S(=O)(=O)c1ccc(-c2csc(C)n2)s1	-10%	-20%	-5%
C=CCSc1nc2ccccc2n1S(=O)(=O)c1ccc(Cl)cc1	0%	?	.
CC1CN(CCC(=O)NC(c2cccnc2)C(F)(F)F)Cc2cc(Cl)ccc2O1 (centres undefined)	-13%[9.04 µM]	?	.
CCCc1c(NC(=O)Nc2ccc(F)cc2)cnn1-c1ccccc1	-8%	-19%	-9%
CC(C)OC(=O)CC1=NC(=O)CS1	2%	21%	-13%
Cc1ccccc1C(=O)Nc1cc(NC(=O)c2ccccc2C)cc(C(=O)O)c1	-13%	2%	-10%
COc1cccc(-c2cnc3c(NC(C)=O)cc(-c4ccccc4OC)cn23)c1	18µM*	16µM*	.
Cc1cc(NC(=O)c2cncc(Br)c2)no1	-23%	0%	-4%
Cc1ccc(S(=O)(=O)N2CCC(CN3C(=O)c4cccc5cccc(c45)C3=O)CC2)cc1	?	?	-6%
CCCCn1nnnc1C(c1cc2ccccc2o1)N1CCN(CCN(C)C)CC1 (centres undefined)	?	21µM*	.
CCOC(=O)C1CCN(C2=NC(=O)/C(=C/c3ccc(OC)c(OC)c3)S2)CC1	-14%	?	11%

The last 4 records of the section before come first, to join the parts:
SMILES	DT40 TDP1 CPT	TDP1 cell noCPT	KAT2A inh
Cc1cc(NC(=O)c2cncc(Br)c2)no1	-23%	0%	-4%
Cc1ccc(S(=O)(=O)N2CCC(CN3C(=O)c4cccc5cccc(c45)C3=O)CC2)cc1	?	?	-6%
CCCCn1nnnc1C(c1cc2ccccc2o1)N1CCN(CCN(C)C)CC1 (centres undefined)	?	21µM*	.
CCOC(=O)C1CCN(C2=NC(=O)/C(=C/c3ccc(OC)c(OC)c3)S2)CC1	-14%	?	11%
Cc1cccc(-c2nc3c4ccccc4nc(NCc4ccc(Cl)cc4)n3n2)c1	20%	1%	-7%
COc1ccc(CC(=O)Nc2ccccc2C(=O)N2CCOCC2)cc1	16%	-21%	-4%
CCN1CCN(c2ncc(C(=O)Nc3cc(Cl)ccc3OC)c3ccccc23)CC1	?	?	-9%
COc1ccc(C(=O)N/N=C/c2cccc3cccnc23)cc1	4.1µM*	4.6µM*	-4%
C[C@@H](OC(=O)N1CCCCC1)[C@H]1O[C@]2(C)CCCC[C@H]1O2	0%	-8%	-4%
CC(C)=C(NC(=O)c1ccccc1)C(=O)NCCCC(=O)O	-16%	3%	-2%
COc1ccc(CCn2c(=N)c(S(=O)(=O)c3ccc(C)cc3)cc3c(=O)n4ccccc4nc32)cc1	-10%	-20%	-1%
Cc1cccn2c(CN(C)CC3CCCCO3)c(C(=O)N3CCCCC3)nc12 (centres undefined)	-9%	-17%	-6%
CN1CCN(c2ncc3nc(-c4cc(F)cc(F)c4)c(=O)n(C4CC4)c3n2)CC1	?	-18%	-12%
CN(C)c1ccc(S(=O)(=O)NCC(=O)NCCC2=CCCCC2)cc1[N+](=O)[O-]	-3%	-5%	-1%
Cc1ccc2oc3c(c(=O)c2c1)C(c1ccc(F)cc1)N(Cc1ccc2c(c1)OCO2)C3=O (centres undefined)	4%	-2%	-4%
C=CCn1c(SCc2nc3ccccc3[nH]2)nnc1-c1ccncc1	-2%	-17%	-2%
CCOC(=O)c1[nH]cnc1N=Nc1c(O)ccc2ccccc12	5.2µM*	5.8µM*	-2%
CC1CC(C)CN(C(=O)c2cccc(S(=O)(=O)N(C)c3ccccc3)c2)C1 (centres undefined)	8.2µM*	5.8µM*	-4%
CN(C)C(=O)c1cccc(-c2cccc(-c3nc(C(=O)NCc4ccccc4)cc4c3[C@H](CCO)N(S(=O)C(C)(C)C)C4)c2)c1 (some centres undefined)	?	?	.
CC(=O)c1ccc(NC(=O)[C@@]2(CC(=O)O)CC(/C=C/c3ccccc3)=NO2)cc1	-1%	-3%	0%
NC(=O)CC(NC(=O)Cc1ccc(Br)cc1)c1ccc(NC2CCC2)c([N+](=O)[O-])c1 (centres undefined)	-30%	-14%	-2%
Cn1c(=O)c(/C=C/c2ccc(F)cc2)nc2ccccc21	?	23µM*	-12%

Shown comma-delimited: 2 of the compounds above.
Molecule,DT40 TDP1 CPT,TDP1 cell noCPT,KAT2A inh
CN(C)C(=O)c1cccc(-c2cccc(-c3nc(C(=O)NCc4ccccc4)cc4c3[C@H](CCO)N(S(=O)C(C)(C)C)C4)c2)c1 (some centres undefined),?,?,.
CC(=O)c1ccc(NC(=O)[C@@]2(CC(=O)O)CC(/C=C/c3ccccc3)=NO2)cc1,-1%,-3%,0%
